# Screening data as filed in PubChem BioAssay.
# PKA-R2B act: activators of human PKA-R2B complex; P22694+P31323; activation, % at 11.4 µM; PKA-R2B holoenzyme dissociation, Cy5-IP20 fluorescence polarization; R2B truncated from residue 108, S112A mutant; 0% DMSO only, 100% 113 µM cGMP; 0.079% of 340,000 active; AID 504700;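 active = activation above a cutoff set at the mean over all compounds plus 3 SD, cut at about 18% in these data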;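 note: higher means more holoenzyme dissociation and a rise in polarization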
# NSD2 HMT inh: blocks human histone methyltransferase NSD2; 0.54% of 310,000 active; O96028; NSD2 peptide methylation, AlphaScreen, 120 min; inhibition, % at 12.5 µM; in the data active = inhibition above about 50%
# SR-BI uptake up: enhances SR-BI lipid uptake from DiI-HDL; CHO ldlA[mSR-BI] cells, DiI-HDL uptake fluorescence, 3 h; 100 = double the neutral-control signal; activation, % at 12.5 µM; 0.096% of 320,000 active; AID 504775;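 active = mean replicate activation of at least 60% and every replicate at or above 60%; inconclusive = mean or all-replicate condition met, but not both; inactive = mean below 60% and not all replicates reaching 60%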;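 note: 0% = median plate neutral-control signal and 100% = twice that signal; values of inactives mirror those of a sister screen read the other way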
#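 Assay system: CHO ldlA[mSR-BI] cells, LDL receptor-null, SR-BI overexpressing; medium: Ham's F12 with 0.5% BSA, HEPES 25 mM, pH 7.4; also added: DiI-HDL 10 µg/mL; timing: 3 h uptake period with compound, 37 °C; signal: DiI fluorescence, bottom read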
# PKA-R1A activ: activates the PKA-R1A holoenzyme complex | 0.083% of 340,000 active | P00514+P68181 | AID 504707 | activation, % at 11.4 µM | PKA-R1A dissociation, Cy5-IP20 fluorescence polarization; scaled: DMSO 0%, 113 µM cGMP 100%;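 active = percent activation above the mean of all tested compounds plus 3 SD, cut at about 19% in these data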;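 note: higher means more PKAc released from R1A so a rise in polarization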
# SR-BI HDL uptake: inhibitors of mouse SR-BI mediated HDL lipid uptake. Q61009. ldlA[mSR-BI] CHO cells, DiI-HDL uptake fluorescence, 3 h. inhibition, % at 12.5 µM. 0.96% of 320,000 active;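 active = mean replicate inhibition of at least 70% and a set share of replicates each scoring 70 or more; inconclusive = meets just one of the two criteria; inactive = fails both criteria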;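 note: 0% = median of neutral control wells and 100% = median of positive control wells; values of inactives mirror those of a sister screen read the other way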
# Target sequence (Q61009 whole entry, looked up): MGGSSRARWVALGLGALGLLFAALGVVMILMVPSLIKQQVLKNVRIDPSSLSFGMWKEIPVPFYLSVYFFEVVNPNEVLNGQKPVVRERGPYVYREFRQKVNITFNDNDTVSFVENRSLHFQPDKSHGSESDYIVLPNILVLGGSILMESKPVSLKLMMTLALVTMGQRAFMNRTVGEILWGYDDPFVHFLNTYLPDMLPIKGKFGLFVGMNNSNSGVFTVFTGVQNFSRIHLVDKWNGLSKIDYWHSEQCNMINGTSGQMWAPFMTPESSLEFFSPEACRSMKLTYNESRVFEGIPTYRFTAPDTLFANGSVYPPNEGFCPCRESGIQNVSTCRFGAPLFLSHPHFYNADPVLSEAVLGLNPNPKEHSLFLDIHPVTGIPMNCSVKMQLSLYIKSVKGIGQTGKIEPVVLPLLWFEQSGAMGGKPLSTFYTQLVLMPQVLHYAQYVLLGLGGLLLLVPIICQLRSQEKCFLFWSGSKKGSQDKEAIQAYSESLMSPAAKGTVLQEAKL
# dFosB act: mouse delta FosB homodimer activation | AID 493131 | activation, % at 25 µM | 0.99% of 340,000 active | purified delta FosB, TAMRA-CDK5 oligo fluorescence polarization; percent of positive-control signal above neutral wells | P13346;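 active = mean activation above about 17%, with every replicate also reaching it, limit read from the data, passing the limit was not always enough; inconclusive = only one of the two conditions met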;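 note: fluorescence polarization rise as delta FosB binds a TAMRA Cdk5 AP-1 oligo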
# Target sequence (P13346 whole entry, looked up): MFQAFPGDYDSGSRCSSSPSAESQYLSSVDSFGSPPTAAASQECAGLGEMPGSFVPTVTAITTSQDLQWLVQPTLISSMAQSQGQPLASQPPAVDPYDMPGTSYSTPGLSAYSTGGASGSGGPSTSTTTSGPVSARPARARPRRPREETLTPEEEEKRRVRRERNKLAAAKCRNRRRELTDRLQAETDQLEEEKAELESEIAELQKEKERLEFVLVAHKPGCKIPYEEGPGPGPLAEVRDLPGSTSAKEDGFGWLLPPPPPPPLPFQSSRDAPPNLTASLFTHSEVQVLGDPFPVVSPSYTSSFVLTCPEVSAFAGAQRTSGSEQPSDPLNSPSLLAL
# Pemphigus Ab inh: inhibitors of pemphigus antibody binding to human desmoglein-3. P32926. DSG3-coupled beads, scFv-anti-DSG3-GFP binding, flow cytometry; stronger effect = lower value. binding (percent of control), % at 10 µM. 0.48% of 310,000 active;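 active = binding more than 3 SD below its plate's average and above zero; inconclusive = below that plate limit but binding exactly zero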;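 note: hits lower antibody fragment binding to DSG3; some compounds called inactive have numbers as strong as hits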
# MITF act: increases MITF-driven TRPM1 promoter luciferase signal; SK-MEL-5 TRPM1-promoter luciferase, 24 h; % of positive control, neutral wells = 0; activation, % at 12.5 µM; AID 588334; 0.75% of 300,000 active;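 active = mean activation of at least 80% with every replicate also reaching 80%; inconclusive = mean reaches 80% but some replicate falls short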;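 note: 0% = neutral control wells and 100% = parthenolide positive control wells; values of inactives mirror those of a sister screen read the other way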
# CDK5 p35 inh: CDK5/p35 (human) kinase inhibition; Q00535+Q15078; Recombinant CDK5/p35, ADP-Glo luminescence, 60 min; inhibition, % at 10 µM; 0.01% of 330,000 active; AID 488839;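 active = highest replicate inhibition of at least 50% and at least 75% of replicates reaching 50%; inconclusive = only one of the two criteria met; inactive = both criteria failed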;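 note: plate controls were DMSO neutral control for no effect and GW8510 at 10 µM for full effect; many of its hits are not listed in these tables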
# SUMO Mot1 rescue: blocks SUMOylation pathway, rescuing yeast Mot1-301 growth. growth rescue, % at 18.8 µM. S. cerevisiae Mot1-301 growth rescue, ATP luminescence, 38.5C; percent above DMSO median, 100 means doubled. AID 2716. 1% of 320,000 active;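 active = every valid replicate shows activation above 250% relative to neutral control wells; inactive = the rest, any valid replicate at or below 250%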;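 note: OY570 slx delta 5 strain wells were the positive control but not used for scaling; some compounds called inactive have numbers as strong as hits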
# Arr AP2 block: blocks beta-arrestin peptide binding to AP2 adaptin; inhibition, % at 10 µM; AID 504490; 0.31% of 340,000 active; FITC-arrestin peptide / GST-AP2 beads, flow cytometry; AP2 beta2 appendage carries R879A mutation;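 active = inhibition above a set limit, near 3 SD of compounds lacking own fluorescence, cut at about 54% in these data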;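 note: plate controls were DMSO wells for no effect and 5 µM unlabelled arrestin peptide for full effect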
#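 Test system: GST-tagged AP2 beta2-adaptin appendage (R879A) on 4 µm glutathione beads; also added: fluorescein-tagged arrestin peptide at 50 nM final; timing: 12 min plus 1 h, RT; signal: flow cytometry, FL1 (488/535 nm); read-out: percent drop in bead-associated FITC signal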
# Starred values were filed as active, the others as inactive; ? = inconclusive; / = no result given.
SMILES	SR-BI HDL uptake	Arr AP2 block	SR-BI uptake up	Pemphigus Ab inh	SUMO Mot1 rescue	MITF act	NSD2 HMT inh	dFosB act	PKA-R2B act	PKA-R1A activ	CDK5 p35 inh
CCN1CCC(O)(C(C(=O)O)c2ccccc2)CC1 (configuration not stated)	-40	-1	40	122	/	10	3	-1	-6	-1	0.3
N#Cc1c(-c2ccc3c(c2)OCO3)csc1N	2	27	-2	/	38	17	-2	-3	9	4	1.4
COc1ccc(/C(N)=N/OC(=O)CN(C)S(=O)(=O)c2ccc(C)cc2)cc1	-15	13	15	104	/	-5	-4	-3	-6	-18	-2.4
Cc1ccc(C(=O)COC(=O)COc2ccccc2C)cc1	-17	-10	17	105	9	-1	-6	2	-20	7	-5.9
O=C(O)c1ccc(N2CC3CC(C2)c2cccc(=O)n2C3)c(NS(=O)(=O)c2cccc(C(F)(F)F)c2)c1 (configuration not stated)	-19	-7	19	99	6	-14	-4	-5	-5	-13	-5.6
CC(C)(C)OC(=O)[C@H](Cc1ccccc1)NC(=O)c1nc[nH]c1C(=O)NC1CCNCC1	/	-9	/	103	-6	13	/	-2	3	9	-0.2
CN(C(=S)Oc1ccc(C(=O)Nc2ccccc2)cc1)c1ccccc1	-8	6	8	103	20	-8	-2	-8	0	-10	-1.3
CC(=O)Oc1ccc(C(=O)NCCc2ccccc2)cc1	-5	27	5	103	5	34	-5	-6	5	-3	-0.7
COc1cc(C(=O)NC(=S)Nc2ccc3oc(=O)ccc3c2)cc(OC)c1OC	32	1	-32	99	-8	-9	/	-10	-8	0	4.2
N=c1c(S(=O)(=O)c2ccccc2)cc2c(=O)n3ccccc3nc2n1Cc1cccnc1	6	-1	-6	104	33	-2	-2	-8	-14	2	0.0
CCCC1(C2CCCC2)NC(=O)NC1=O (configuration not stated)	-11	2	11	127	/	8	-1	3	-6	5	0.2
Cc1ccnc(NC(=O)C2CCCN(S(=O)(=O)c3cnc[nH]3)C2)c1 (configuration not stated)	0	2	0	105	477	1	/	-1	-10	7	2.7
CC(NC(=O)COC(=O)CCc1ccc(S(=O)(=O)N2CCOCC2)cc1)C1CC2CCC1C2 (configuration not stated)	-30	-9	30	117	-3	-2	-1	-9	8	7	0.6
Cc1cc(Nc2ccc(F)cc2Cl)n2nc(C)nc2n1	-7	4	7	108	-12	-13	/	3	-15	-6	1.7
Cc1cc(C)n(-c2ccc(C(=O)OCC(=O)Nc3ccc(S(=O)(=O)N4CCOCC4)cc3)cc2)n1	-2	0	2	103	-3	-4	/	-10	2	3	0.3
O=C(Nc1ccc(N2CCOCC2)c(S(=O)(=O)Nc2ccccc2Cl)c1)c1ccc(=O)[nH]n1	-125	1	?	103	/	8	2	-9	-2	-8	0.8
CN(C(N)=S)c1ccccc1	-24	6	24	/	-7	13	43	-1	-6	5	0.5
COc1ccc(C(C(=O)NC(C)(C)C)N(C(=O)CCC(=O)Nc2cc(C)on2)c2cccc(F)c2)cc1 (configuration not stated)	-20	-12	20	/	17	-11	0	-24	-1	-4	-1.9
COc1ccc(NC(=O)/C(C#N)=C/c2cccnc2)c(OC)c1	-1	-6	/	110	12	-16	1	-6	6	7	-1.7
COc1cccc2cc(-c3cc(=O)oc4ccc(O)cc34)oc12	6	-22	-6	102	-18	3	-1	-2	-5	-6	0.1
Cc1cc(C)nc(Nc2n[nH]c(-c3ccccc3N)n2)n1	4	-20	-4	99	10	/	25	-2	0	-5	1.9
CC[C@@]1(C(=O)OC)N[C@H](CN(C)C(=O)Nc2ccc(OC)cc2)[C@@H]2C(=O)N(Cc3ccccc3)C(=O)[C@@H]21	-2	9	2	103	-22	50	/	-1	1	-9	3.9
NC(=O)c1ccc(Oc2ncc(C(F)(F)F)cc2Cl)cc1	2	8	-2	105	-22	-2	3	-2	2	4	1.7
COc1ccc(-n2c(C)ccc2-c2ccccc2)cn1	19	20	-19	104	4	/	58*	2	-12	-9	2.0
O=C(CSC(=S)N1CCN(c2ccccc2)CC1)Nc1nc(-c2ccccc2)c(-c2ccccc2)o1	52	1	-52	96	-8	1	0	-1	-10	-16	-0.9
COCc1cc(=O)[nH]c(-c2csc(C)n2)n1	-13	5	13	114	-2	-6	-1	1	1	-4	0.4
Cc1ccc(N(C(=O)c2csnn2)C(C(=O)NC2CCCC2)c2ccncc2)c(C)c1 (configuration not stated)	/	-3	/	118	-1	/	-3	-7	-1	-3	-6.0
CC(C)CCc1noc(CN2CCN(CC(=O)NC(C)C)CC2)n1	-7	18	7	94	-10	0	-2	-4	-1	-12	0.2
C/C(=C\C(=O)c1c(O)cc(C)oc1=O)N(C)C	-21	-5	21	100	1	-7	4	3	/	/	0.2
Cc1ccccc1Cn1cnc2ccccc21	-9	-18	9	113	1	-13	-1	2	2	5	0.2
CCOC(=O)N1CCN(CCC(=O)Nc2cc(OC)ccc2OC)CC1	-6	11	6	85	-11	1	-3	-4	-4	2	-0.6
COc1ccc(F)c(-c2nc(CN3CCN(C(=O)c4ccco4)CC3)c(C)o2)c1	33	10	-33	/	-9	1	0	0	-6	-3	1.5
COc1ccc(C)cc1N(C(=O)CNC(=O)c1ccco1)C(C(=O)NCC1CCCO1)c1ccccc1 (configuration not stated)	/	19	/	/	112	-20	7	-3	1	3	1.6
CC1=C[C@H]2OC(=O)[C@@H](C)[C@H]2C[C@@H]2[C@H]1C[C@@H](O)[C@@]2(C)O	-10	-5	10	99	7	2	/	1	-1	-5	1.2
O=C(C1CCN(S(=O)(=O)c2ccc(Br)s2)CC1)N1CCc2ccccc21	21	-4	-21	103	-19	8	/	-6	7	6	1.0
O=C(CC12CC3CC(CC(C3)C1)C2)NC(Cc1ccccc1)C(=O)O (configuration not stated)	-14	55*	14	99	-22	-9	-2	2	-1	0	-0.3
CCCCCCn1c(N2CCC(C)CC2)nc2c1c(=O)[nH]c(=O)n2C	5	-11	-5	101	2	22	3	5	-7	-4	-1.3
Cc1ccc(-c2noc(CCCOc3ccc(Cl)cc3Cl)n2)cc1	-2	2	2	101	-1	/	2	-2	0	-19	0.9
CN(C(=O)CC1C(=O)NCCN1CC1CCCCC1)C1CCOCC1 (configuration not stated)	/	12	/	102	-3	7	9	-7	3	-11	2.4
O=C(c1ccc(Cl)cc1)N(c1ccccn1)C1CCCCC1	-9	15	9	108	-7	-4	-2	2	-4	1	1.3
CCOc1ccc(CNc2ccc3c(c2)ncn3C(C)(C)C)cc1	-18	-6	18	103	12	19	8	0	5	-1	-0.4
COc1ccc(N2C(=O)CC(Sc3nc4ccccc4s3)C2=O)cc1OC (configuration not stated)	-3	7	3	99	-14	3	-3	-3	1	-6	0.8
COC(=O)C1=C(C)NC2=C(C(=O)CC(C)(C)C2)C1c1ccccn1 (configuration not stated)	3	3	-3	119	46	-7	-1	-10	-9	-7	-0.2
C=C1CCN(CC(=O)OC)S(=O)(=O)c2ccccc21	-6	-2	6	110	-16	13	/	5	3	5	-3.7
O=C(O)C1C2CCC(C2)C1C(=O)NCCc1ccccc1 (configuration not stated)	-6	17	6	103	-8	3	-5	-8	4	-1	-1.6
COc1cccc(CNC(=O)c2cc(C3CC3)nc3c2cnn3C(C)C)c1	51	-4	-51	/	-6	-6	-2	-8	-1	-8	1.0
CCOC(=O)C(NC(=O)CC(C)C)(Nc1sc(C)c(CC)c1C#N)C(F)(F)F (configuration not stated)	13	-3	-13	/	265	4	-4	0	-6	-7	0.1
COC(=O)c1sccc1NC(=O)c1ccc2c(c1)OCO2	15	-1	-15	101	14	-2	2	-6	-9	-2	0.2
O=C(CN1C(=O)C(=O)c2ccccc21)NCCc1ccccc1	-3	5	3	100	/	-9	6	-7	2	7	0.9
Cc1cccc(NC(=O)c2ccc(Cl)c(S(=O)(=O)N3CCCCCC3)c2)n1	-17	2	17	108	0	-1	-2	-1	-10	1	0.6
O=C(NNC(=S)NC(=O)c1ccccc1)c1ccc([N+](=O)[O-])cc1	-6	26	6	114	-27	/	2	-6	2	12	-1.6
Cc1cc(C)n2nc(C(=O)Nc3cccc(S(=O)(=O)N4CCCC4)c3)nc2n1	/	38	/	90	-8	-7	-2	-12	1	-1	-0.7
CC(C)(C)c1ccc(OCCC(=O)OCC(=O)NC(=O)NC2CCCC2)cc1	-22	13	22	95	11	4	-5	-8	-10	-19	-0.2
O=C(N/N=C\c1cc2c(cc1Cl)OCO2)c1ccc(Br)s1	13	13	-13	/	18	-9	-1	16	-1	-12	0.7
COc1ccc(N2CCN(CC(=O)Nc3ccc(C)c(C)c3)CC2)cc1	-4	-13	4	113	124	-1	10	0	-7	3	1.1
COc1ccc(/C(O)=C2/C(=O)C(=O)N(CCN3CCNCC3)C2c2cccc([N+](=O)[O-])c2)cc1 (configuration not stated)	-5	25	5	108	2	/	-1	1	7	13	0.2
CC1(C)CC(=O)C2=C(C1)Oc1ncn(CCO)c(=N)c1C2c1ccccc1 (configuration not stated)	-5	2	5	/	543*	-9	-1	-11	-9	-8	0.6
COc1ccc(CN(C(=O)CSc2nnc(-c3ccccc3F)o2)c2ccc(F)cc2)cc1	-18	-2	18	101	7	-5	/	-10	1	4	0.3
Cc1ccc(-c2nnc(CCC(=O)NCC3C4CC5CC(C4)CC3C5)o2)s1 (configuration not stated)	-15	2	15	99	/	57	1	-3	-6	-18	-1.3
